RAD54 inh – blocks human RAD54 Holliday junction branch migration; Q92698; FAM/BHQ fluorescence; inhibition, % at 10.4 µM; 360,000 tested, 0.14% active; AID 602329;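 active means mean normalized replicate activity at least 40 and at least half of replicates scoring 40 or more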;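 further: 0% = median of neutral control wells and 100% = median of positive control wells; inhibitors cause a drop in the FAM fluorescence signal; in these data hits start at about 50%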
F508del corr – CFTR F508del correction in bronchial cells; CFBE cells, YFP halide quenching; stimulated with forskolin plus potentiator P3; % fluorescence drop versus neutral controls; activity (quench increase), % at 7.58 µM; 350,000 tested, 0.36% active;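 active means mean added fluorescence quench of at least 8% versus neutral control, with both replicates also reaching 8%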;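 further: cells transiently co-express mutant CFTR-F508del with the halide-sensitive YFP; corrector assay measuring rescue of mutant channel to the surface after 24 h compound exposure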
ERAP1 inh – inhibitors of human ERAP1 aminopeptidase; Q9NZ08; recombinant ERAP1, Leu-AMC fluorescence, 60 min; inhibition, % at 10.7 µM; 340,000 tested, 0.15% active; AID 652197;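 active means mean replicate inhibition of at least 30%, or all replicates individually reaching that 30% level; inactive means mean below 30% and not every replicate reaching it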;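 further: 0% = neutral control wells and 100% = L-leucinethiol positive control wells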
RAD52 inh – RAD52 (human) annealing inhibition. P43351. recombinant RAD52 DNA annealing, FRET fluorescence. inhibition, % at 18.7 µM. 360,000 tested, 0.46% active. AID 651710;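 active means every replicate showing at least 50% inhibition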
Target sequence (P43351 whole entry, looked up): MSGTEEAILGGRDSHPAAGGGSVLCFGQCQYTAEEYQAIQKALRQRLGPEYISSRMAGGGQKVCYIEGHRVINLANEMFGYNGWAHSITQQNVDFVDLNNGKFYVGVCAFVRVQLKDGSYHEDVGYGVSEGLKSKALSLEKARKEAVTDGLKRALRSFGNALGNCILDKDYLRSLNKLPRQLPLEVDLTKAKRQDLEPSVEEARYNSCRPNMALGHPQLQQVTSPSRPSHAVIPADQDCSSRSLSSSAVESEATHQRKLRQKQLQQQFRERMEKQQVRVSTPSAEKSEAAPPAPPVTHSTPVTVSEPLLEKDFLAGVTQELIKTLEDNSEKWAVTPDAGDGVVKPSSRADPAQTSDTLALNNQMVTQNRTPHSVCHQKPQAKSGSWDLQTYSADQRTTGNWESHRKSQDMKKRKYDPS
esBAF inh – blocks esBAF chromatin remodeling in mouse ES cells. Bmi1-luciferase knock-in reporter, 24 h; 100% = twice the neutral-well signal. 350,000 tested, 2% active. reporter increase, % at 12.5 µM; in the data active means activation above about 40%;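 further: 0% = median of the plate's neutral control wells and 100% = double that signal; a rise in the Bmi1 reporter signal indicates esBAF inhibition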
ARNT TACC3 PPI – disruptors of human ARNT/TACC3 interaction; AlphaScreen His-ARNT PAS-B/GST-TACC3 binding, luminescence; TACC3 fragment carries E629A point mutation; AID 623870; inhibition, % at 9.99 µM; 390,000 tested, 0.66% active; Q9Y6A5;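 active means mean inhibition of replicates at least 50% and at least half of replicates each reaching 50%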;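 further: 0% = complete ARNT plus TACC3 wells and 100% = ARNT alone without TACC3; many hits fall short of the cut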
Xi reactivation – reactivates the inactive X chromosome in mouse fibroblasts; XiGFP mouse fibroblasts, % GFP-positive cells imaging, 3 d; cells co-treated with 5-aza-dC sensitizer; scaled so ellipticine positive control = 100%; 360,000 tested, 0.055% active; activation, % at 7.58 µM;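 active means mean normalized replicate activation at least 10% and every replicate at or above 10%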;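 further: 0% = median of on-plate neutral control wells and 100% = ellipticine 6 µM median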
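Material: XiGFP fibroblasts, SV40-immortalized; Buffer or medium: DMEM containing 5-aza-dC; Compound dosing: single point; Times: 3 days compound exposure.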
GSIS activator – primary screen for activators of insulin secretion dependent on glucose, INS-1E cells, GLuc reporter luminescence. activation, % at 16.6 µM. AID 743287. INS-1E GLuc reporter insulin secretion, 2-3 h. 370,000 tested, 0.61% active;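 active means lowest replicate activation of at least 40%, so every replicate reaches that level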;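 further: 0% = median of neutral control wells and 100% = median of IBMX positive control wells; some compounds called inactive have numbers as strong as hits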
Starred values were filed as active, the others as inactive; . = not tested or not shown. Compounds as they come; about 3.3% have a hit in one of these screens.

Letter code – A = RAD54 inh; B = F508del corr; C = ERAP1 inh; D = RAD52 inh; E = esBAF inh; F = ARNT TACC3 PPI; G = Xi reactivation; H = GSIS activator
SMILES: CC(=O)N(C)C[C@H]1[C@H](c2ccc(-c3cccnc3)cc2)[C@@H](CO)N1C(=O)C1CC1
  A: -2; B: 1.5; C: 3; D: 7; E: -3; F: 1; G: 0.3; H: 4
SMILES: C[C@@H]1NC(=O)N(c2ccc(F)cc2)C1=O
  A: -11; B: 0.7; C: 2; D: -1; E: -1; F: -11; G: 0.1; H: 6
SMILES: COc1cccc(NC(C)C(=O)Nc2cc([N+](=O)[O-])ccc2Cl)c1 (centres undefined)
  A: 0; B: 0.6; C: 1; D: -12; E: -1; F: -2; G: 0.0; H: 6
SMILES: Cc1ccc(-c2cc(C(=O)NCCCn3ccnc3)no2)cc1
  A: .; B: .; C: 10; D: -10; E: 8; F: 5; G: 0.3; H: 4
SMILES: Cc1cc(C(=O)NCCCN2CCOCC2)n(-c2ccccc2)n1
  A: 3; B: -3.1; C: 5; D: -11; E: -1; F: -15; G: 0.1; H: -3
SMILES: O=C(COC(=O)c1ccc(Br)cc1)NCCN1C(=O)CSC1=O
  A: .; B: -0.6; C: -3; D: 0; E: .; F: 2; G: 0.4; H: 35
SMILES: COc1ccc(NC(=O)COc2coc(CN3CCN(c4ccccc4)CC3)cc2=O)cc1
  A: -3; B: 0.1; C: -2; D: 13; E: 0; F: -3; G: 0.0; H: -8
SMILES: COc1ccc(C(CNC(=O)C(=O)NC2CCCC2)N2CCN(C)CC2)cc1 (centres undefined)
  A: .; B: -0.3; C: 2; D: -2; E: 0; F: -2; G: 0.1; H: 10
SMILES: Cc1noc(C)c1NC(=O)Nc1ccc2c(c1)CC(=O)N([C@@H](C)CO)C[C@H](C)[C@H](CN(C)Cc1ccncc1)O2
  A: 0; B: -2.6; C: -4; D: -8; E: 4; F: -2; G: -1.1; H: 7
SMILES: Cc1cc(C)n2nc(CC(=O)NC3CCCC(C)C3C)nc2n1 (centres undefined)
  A: 3; B: 0.8; C: 2; D: 6; E: -10; F: -9; G: .; H: -8

Going on with the list:
Letter code – A = RAD54 inh; B = F508del corr; C = ERAP1 inh; D = RAD52 inh; E = esBAF inh; F = ARNT TACC3 PPI; G = Xi reactivation; H = GSIS activator
SMILES: CCC(=O)N1CCc2cc(S(=O)(=O)N3CCCCC3CC)ccc21 (centres undefined)
  A: -5; B: -1.7; C: 0; D: -9; E: 6; F: -5; G: 0.1; H: 8
SMILES: CCCNC(=O)N(C)C[C@H]1Oc2cc(C#CCC(C)C)ccc2S(=O)(=O)N([C@@H](C)CO)C[C@@H]1C
  A: -11; B: 0.9; C: -1; D: 21; E: 3; F: -7; G: -0.3; H: -14
SMILES: Cc1ccc(NC(=O)Cn2ccsc2=N)cc1S(=O)(=O)N(C)C
  A: .; B: -4.5; C: -4; D: -4; E: .; F: -9; G: 0.3; H: -10
SMILES: COc1ccc2oc(C(=O)OCC(=O)NC3(C#N)CCCC3)c(C)c2c1
  A: .; B: 0.3; C: -1; D: -7; E: .; F: .; G: 0.0; H: 7
SMILES: O=C(NC1CCCC1)N1CCCCN2[C@H](C1)[C@H](c1ccc(-c3cccnc3)cc1)[C@@H]2CO
  A: 22; B: 4.0; C: 0; D: -10; E: -1; F: -1; G: 0.0; H: 6
SMILES: COc1ccc(S(=O)(=O)Nc2ccc3c(c2)C(=O)N([C@H](C)CO)C[C@@H](C)[C@@H](CN(C)Cc2ccc(Cl)c(Cl)c2)O3)cc1
  A: -1; B: 13*; C: 0; D: 25; E: 0; F: 11; G: -0.2; H: -10
SMILES: O=c1cc(NS(=O)(=O)c2ccccc2)nc(SCc2ccccc2Cl)[nH]1
  A: -14; B: .; C: .; D: .; E: .; F: 6; G: 0.1; H: -11
SMILES: N#Cc1ccccc1S(=O)(=O)N1CCN(C(=O)CCC2CCCC2)CC1
  A: -5; B: 0.4; C: 1; D: -5; E: -4; F: -6; G: 0.2; H: -7
SMILES: O=C(COC(=O)Cc1c[nH]c2ccccc12)Nc1cccc(Br)c1
  A: -14; B: 2.3; C: -2; D: -17; E: 0; F: .; G: -0.1; H: -42
SMILES: O=C(O)[C@@H]1[C@@H](CO)[C@@H]2Cn3c(ccc(-c4ccccc4)c3=O)[C@@H]2N1Cc1ccccc1F
  A: 1; B: .; C: -3; D: -20; E: 3; F: 5; G: 0.1; H: -6

Other compounds
Letter code – A = RAD54 inh; B = F508del corr; C = ERAP1 inh; D = RAD52 inh; E = esBAF inh; F = ARNT TACC3 PPI; G = Xi reactivation; H = GSIS activator
SMILES: COc1ccccc1CCNS(=O)(=O)c1cn(C)c(=O)n(C)c1=O
  A: .; B: -2.0; C: -2; D: -1; E: .; F: -34; G: -0.1; H: 1
SMILES: Cn1cnc2cc(NC(=O)c3ccco3)ccc21
  A: -4; B: 0.8; C: -2; D: -14; E: 3; F: 2; G: .; H: 3
SMILES: CCCCn1c(=O)c(CCC(=O)OC(C)C(=O)Nc2cccc(Cl)c2Cl)nc2ccccc21 (centres undefined)
  A: -2; B: .; C: 4; D: -33; E: -5; F: 9; G: 0.1; H: .
SMILES: CCN(CC)S(=O)(=O)c1ccc(C)c(NC(=O)COc2ccc(Cl)cc2Br)c1
  A: 6; B: 2.4; C: 5; D: -13; E: .; F: 3; G: 0.0; H: 24
SMILES: O=C1CC(c2ccccc2)=NO1
  A: -4; B: .; C: -5; D: -128; E: 4; F: -6; G: 0.0; H: -5
SMILES: COc1cc(/C=C2\SC(=O)N(CCNC(=O)c3c(C)noc3C)C2=O)cc(OC)c1OC
  A: .; B: 0.7; C: 5; D: -26; E: -1; F: -1; G: 0.1; H: 0
SMILES: O=S(=O)(N[C@H]1CC[C@H](CCn2cc(C3CC3)nn2)O[C@H]1CO)c1ccc(F)cc1
  A: -4; B: 0.0; C: 0; D: -5; E: 2; F: -5; G: -0.1; H: -15
SMILES: Cc1ccc(Cl)cc1NC(=O)CN1C(=O)NC2(CCCCCC2)C1=O
  A: -4; B: -0.9; C: 0; D: -5; E: -8; F: -6; G: -1.1; H: .
SMILES: COc1cc(CN2CC3(CCN(S(=O)(=O)c4cccs4)CC3)c3c(n(C)c4cc(OC)ccc34)[C@@H]2CO)cc(OC)c1
  A: .; B: 2.6; C: 0; D: 39; E: .; F: .; G: 0.0; H: 8
SMILES: C[C@H]1CN([C@@H](C)CO)C(=O)c2cc(NC(=O)CCN3CCOCC3)ccc2O[C@@H]1CN(C)Cc1ccc(Cl)c(Cl)c1
  A: 3; B: -0.8; C: -1; D: -4; E: 0; F: -1; G: 0.1; H: -2

Next results follow:
Letter code – A = RAD54 inh; B = F508del corr; C = ERAP1 inh; D = RAD52 inh; E = esBAF inh; F = ARNT TACC3 PPI; G = Xi reactivation; H = GSIS activator
SMILES: CCCC#Cc1ccc2c(c1)O[C@@H](CN(C)C(=O)c1cnccn1)[C@H](C)CN([C@@H](C)CO)S2(=O)=O
  A: 3; B: 3.1; C: 0; D: -7; E: -5; F: 1; G: 0.0; H: -3
SMILES: CCC(=O)N(C)C[C@@H]1Oc2cc(C#Cc3cccnc3)ccc2S(=O)(=O)N([C@H](C)CO)C[C@@H]1C
  A: -16; B: -3.5; C: -3; D: 8; E: 1; F: -3; G: -1.2; H: 18
SMILES: COc1ccc(OCC(=O)Nc2ccc3oc(-c4ccncc4)nc3c2)cc1
  A: -1; B: -5.2; C: 0; D: -11; E: 10; F: .; G: 0.2; H: -5
SMILES: CC1=C(C(=O)N(C)C)CC(CC(=O)NCCc2ccccn2)C(=O)N1CCCN1CCCC1=O (centres undefined)
  A: 4; B: -3.4; C: 0; D: -10; E: -2; F: .; G: 0.3; H: 0
SMILES: Brc1ccc(C2=CSC3=NCCN23)cc1
  A: 11; B: -0.4; C: -2; D: -9; E: 0; F: -26; G: 0.0; H: 3
SMILES: O=C(Nc1ccccc1F)N1C[C@H]2[C@@H](c3ccccc31)[C@H](CO)N2C(=O)Nc1ccccc1
  A: 5; B: 1.6; C: -2; D: -5; E: 19; F: -2; G: 0.2; H: 1
SMILES: Cc1ccc(C(=O)N2[C@@H]3CN(C)C(=O)[C@@]2(Cc2ccccc2)[C@H]2C(=O)N(C)C(=O)[C@@H]32)cc1
  A: -3; B: -5.6; C: -4; D: -8; E: 5; F: -1; G: 0.2; H: -8
SMILES: CO[C@H]1CN(C)C(=O)c2cc(C#N)ccc2OCC[C@H]2CC[C@@H](OC)[C@H](CN(C)C(=O)[C@@H]1C)O2
  A: -2; B: .; C: -4; D: 7; E: -5; F: -13; G: 0.0; H: -10
SMILES: O=C(c1cccs1)N(Cc1ccc(F)cc1)C1CCS(=O)(=O)C1 (centres undefined)
  A: -28; B: 2.7; C: -1; D: 0; E: -4; F: .; G: -0.1; H: 11
SMILES: CCC(=O)Nc1ccc2c(c1)C(=O)N(C)C[C@H](OC)[C@H](C)CN(C(=O)NC(C)C)[C@H](C)CO2
  A: 2; B: 0.6; C: 1; D: -26; E: 3; F: -4; G: -0.2; H: 1

Next section:
Letter code – A = RAD54 inh; B = F508del corr; C = ERAP1 inh; D = RAD52 inh; E = esBAF inh; F = ARNT TACC3 PPI; G = Xi reactivation; H = GSIS activator
SMILES: CCOC(=O)c1sc(NC(=O)CSc2nc3ccccc3o2)c(C(=O)OCC)c1C
  A: 20; B: .; C: .; D: .; E: 4; F: -3; G: 0.2; H: 2
SMILES: O=C(NCC(c1ccco1)N1CCN(c2ccc(F)cc2)CC1)C(=O)NC1CC1 (centres undefined)
  A: 12; B: -0.1; C: -1; D: -14; E: -4; F: -8; G: 0.5; H: 1
SMILES: CSCCC(NS(=O)(=O)c1ccc(C)cc1)C(=O)N1CCN(S(=O)(=O)c2ccc(F)cc2)CC1 (centres undefined)
  A: -3; B: 0.9; C: -3; D: -19; E: -1; F: .; G: 0.0; H: -23
SMILES: COc1ccc(NC(=O)CCOc2cc(C)ccc2C)cc1S(=O)(=O)N1CCCCC1
  A: -4; B: 2.5; C: -1; D: -5; E: .; F: 6; G: 0.0; H: .
SMILES: COc1ccc(/C=N/NC(=O)CCNc2n[nH]c(=O)[nH]c2=O)c(OC)c1
  A: 0; B: -1.1; C: -4; D: -14; E: -1; F: -8; G: 0.0; H: -2
SMILES: C[C@@H]1CN([C@H](C)CO)C(=O)Cc2cc(NC(=O)Cn3cnnn3)ccc2O[C@@H]1CN(C)S(C)(=O)=O
  A: -5; B: -1.3; C: .; D: .; E: -2; F: -17; G: 0.1; H: 4
SMILES: COC(=O)Cn1c(=O)c2c(nc3n2CC(C)CN3Cc2ccccc2)n(C)c1=O (centres undefined)
  A: .; B: 0.9; C: 3; D: -3; E: .; F: 1; G: 0.1; H: 9

Compound activity (PubChem)
